Screening data (PubChem BioAssay)
D1 agonist: activates the human D1 dopamine receptor. HEK293 T-REx D1 cells, calcium flux, agonist mode. P21728. actives 1% (n = 360,000). AID 504660. activation, % at 2 µM; in the data active = activation above about 30%; also: 0% is about no effect
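Agonism was scored from calcium flux recorded over 180 s (1 read/s) after pintool compound addition, following a 10-cycle baseline. Cells were inducible force-coupled HEK293 TREx D1, plated overnight at 30 C and loaded with no-wash calcium dye.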
D2 antag: antagonists of human D2 dopamine receptor; P14416; HEK293 TREx D2 cells, calcium flux, dopamine EC80; inhibition, % at 10 µM; actives 2% (n = 340,000); in the data active = inhibition above about 30%; also: 0% is about no effect
Target sequence (P14416 whole entry, looked up): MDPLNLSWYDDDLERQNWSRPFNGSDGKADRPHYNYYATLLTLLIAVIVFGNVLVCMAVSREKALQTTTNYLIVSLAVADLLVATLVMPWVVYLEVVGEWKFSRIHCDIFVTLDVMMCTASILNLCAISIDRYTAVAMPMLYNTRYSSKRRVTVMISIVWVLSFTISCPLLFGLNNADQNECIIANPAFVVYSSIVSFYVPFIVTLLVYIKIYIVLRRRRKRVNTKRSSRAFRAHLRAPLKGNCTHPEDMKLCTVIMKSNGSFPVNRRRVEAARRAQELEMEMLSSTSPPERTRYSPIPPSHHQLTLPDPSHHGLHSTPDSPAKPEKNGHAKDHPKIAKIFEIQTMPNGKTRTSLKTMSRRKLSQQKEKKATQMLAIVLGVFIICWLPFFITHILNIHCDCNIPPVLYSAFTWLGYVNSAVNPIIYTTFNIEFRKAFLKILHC
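Overnight-induced (tetracycline, 30 C) HEK293 T-REx cells carrying force-coupled D2 receive a no-wash calcium dye, then compound, then EC80 dopamine at 180 s; signals are read kinetically throughout.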
D2 potentiator: D2 dopamine receptor (human) potentiation; P14416; HEK293 T-REx D2, calcium flux, EC20 dopamine potentiation; potentiation, % at 10 µM; actives 0.34% (n = 340,000);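 active = potentiation over 3 SD above the plate norm, cut at about 30% in these data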; also: 0% is about no effect
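Primary screen. Calcium kinetics in induced HEK293 T-REx D2 cells: compound pre-addition 180 s, EC20 dopamine, 180 s more.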
RXFP1 agonist: agonists of human relaxin receptor RXFP1; Q9HBX9; HEK293T-RXFP1 cAMP TR-FRET, 30 min; response scale: percent of porcine relaxin response, buffer zero; Potency, µM (titrated, usually from 57.5 µM), inactives show at the top dose activation, hits mostly activators; actives 0.3% (n = 370,000); AID 2676; active = well fitted activation curve with a large enough effect; inconclusive = small, poorly fitted or top-dose-only effect; also: potency is read from the fitted curve at half-maximal effect; % is scaled to controls: 0 for no effect and ±100 for the full control effect; nearly all actives have a fitted effect of over 60% in size; many of its hits are not listed in these tables
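Agonist response is measured as cAMP accumulation in an RXFP1-transfected HEK293T line under PDE4 inhibition. Values are scaled between buffer-only and 29 nM porcine relaxin, and EC50s come from standard Hill equation fits.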
D1 potentiator: potentiators of human D1 dopamine receptor; P21728; HEK293 TREx D1 cells, calcium flux, dopamine EC20 potentiation; potentiation, % at 10 µM; actives 0.036% (n = 360,000); AID 504651; in the data active = potentiation above about 30%; also: 0% is about no effect
D1 antagonist: human D1 dopamine receptor antagonism; P21728; HEK293 TREx D1 cells, calcium flux, dopamine EC80; hits give low values; activity change, negative = inhibition, % at 10 µM; actives 3.2% (n = 360,000); AID 504652; in the data active = activity change below about -30%; also: % is scaled to controls: 0 for no effect and ±100 for the full control effect
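HEK293 T-REx cells expressing inducible, force-coupled D1 receptor; no-wash Ca dye, 30–90 min RT. Cmpd → 180 s read at 1 Hz → EC80 DA → 180 s read.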
RXFP1 antagonist: blocks the human relaxin receptor RXFP1; HEK293-RXFP1, relaxin-stimulated cAMP HTRF, 30 min; hits give low values; activity change, negative = inhibition, % at 57.5 µM; actives 0.59% (n = 350,000);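 active = activity change of -60% or lower, but not beyond a set lower limit; inconclusive = change between -60% and -40%, or beyond the set limit; inactive = change above -40%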; also: % is scaled to controls: 0 for no effect and ±100 for the full control effect
D2 agonist: activates the human D2 dopamine receptor; P14416; HEK293 T-REx D2 cells, calcium flux agonist mode; activation, % at 2 µM; actives 0.53% (n = 340,000); AID 485358;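 active = activation over 3 SD above normal in the single-dose calcium agonist read, cut at about 30% in these data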; also: 0% is about no effect
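Calcium-flux readout, 1 cycle/sec over 180 s following compound pin transfer, in inducible HEK293 Trex D2 cells (force-coupled); dopamine controls included. Positive calcium responses during this window marked compounds as potential agonists.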
TRHR enhancer: allosterically enhances the human TRH receptor. enhancement, % at 2 µM. actives 0.66% (n = 360,000). P34981. TRHR cells, fluo-8 calcium fluorescence, EC20 TRH enhancement; in the data active = enhancement above about 30%; also: 0% is about no effect
Target sequence (P34981 whole entry, looked up): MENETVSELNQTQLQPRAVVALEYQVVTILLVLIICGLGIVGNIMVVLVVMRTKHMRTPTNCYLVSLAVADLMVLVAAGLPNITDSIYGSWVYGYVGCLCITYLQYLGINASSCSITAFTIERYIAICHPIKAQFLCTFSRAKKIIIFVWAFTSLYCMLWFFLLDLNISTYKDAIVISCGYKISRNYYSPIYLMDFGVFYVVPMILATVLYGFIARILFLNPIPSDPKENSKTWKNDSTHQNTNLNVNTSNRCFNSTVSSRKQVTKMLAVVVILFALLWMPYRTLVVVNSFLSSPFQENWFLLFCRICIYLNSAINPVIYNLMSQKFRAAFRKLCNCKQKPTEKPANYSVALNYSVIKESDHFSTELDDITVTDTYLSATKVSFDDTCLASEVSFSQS
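Enhancer read-out: after compound pinning and an initial kinetic agonist-mode read, an EC20 of TRH (10 nM final) was injected and fluo-8 calcium signal (Ex 480/Em 530) followed at 1 s/cycle for 100 cycles in TRHR-expressing cells.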
The depositor's hits bear a star; ? = inconclusive; · = not tested or not shown; & = joins results of further samples. An excerpt (hit frequency here may not be typical).

1) Cc1cc(C)c2c(n1)nn1c(C)c(CCC(=O)NCc3ccc(Cl)cc3)c(C)nc21
2) COc1ccc(CNC2CC(C)N(C)CC2C)cc1OC (stereo not drawn)
3) CCOc1ccc(CCNC(=O)CCCn2nc(C)c3sc4ccccc4c3c2=O)cc1
4) Cc1ccc(-c2csc(NC(=O)N3CCOCC3)n2)cc1
5) Cc1nn(-c2ccccc2)c(Oc2ccccc2)c1C=O
6) CCOc1ccc(NS(=O)(=O)c2ccc(OCC(=O)NCc3ccncc3)cc2)cc1
7) CCCCCCC1/C(=N/O)CCC1C(=O)OC (stereo not drawn)
8) CCOC(=O)c1ccc2nc(C)cc(Nc3cccc(C(=O)O)c3)c2c1
entry no.	1	2	3	4	5	6	7	8
D1 agonist	0	3	5	1	4	4	0	1&-3
D2 antag	·	-9	·	7	-6	16	1	-23
D2 potentiator	12	-10	0	13	-3	-8	1	-5&-1
RXFP1 agonist	?	-0.6%	0.6%	3.9%	-0.2%	1.5%	0.7%	5.3%&3.4%
D1 potentiator	-2	1	-2	-7	-3	-8	-2	2&1
D1 antagonist	-5	13	-3	-9	4	-2	-15	-20&7
RXFP1 antagonist	0	7	-26	-34	-11	-13	-2	·
D2 agonist	-0.9	-0.9	-0.7	-0.8	0.4	0.7	0.0	-0.4&0.5
TRHR enhancer	4	21	-2	0	-2	-6	15	2&-4

9) Cc1cc(OC(=O)c2cc(F)c(F)cc2Cl)nc(C)n1
10) O=C(CSc1ccc(Br)cc1)N1CCN(C(=O)c2ccco2)CC1
11) Cc1cc(N2CCN(C(=O)Nc3ccccc3C#N)CC2)c2ccccc2n1
12) OC(CNCc1ccc(Cl)cc1)COc1ccccc1 (stereo not drawn)
13) COc1cccc(CN2CCN(Cc3[nH]c4ccccc4c3C)CC2CCO)c1 (stereo not drawn)
14) Cc1ccc(C)c(S(=O)(=O)Nc2ccc3oc(C)c(C(=O)O)c3c2)c1
15) Cc1nn(Cc2ccccc2)c(C)c1/C=N/NC(=O)CNc1cccc(C(F)(F)F)c1
16) COc1ccc2[nH]cc(C(=O)NCCc3ccccc3)c(=O)c2c1
entry no.	9	10	11	12	13	14	15	16
D1 agonist	2	3	3	16	20	1	6	-4
D2 antag	0	-4	1	49*	12	-26	8	-10
D2 potentiator	-2	-12	-2	-23	-11	12	2	14
RXFP1 agonist	-0.3%	0.7%	7.1%	1.0%	-0.1%	-5.1%	0.0%	-3.5%
D1 potentiator	8	-5	-4	-6	-1	-3	0	-4
D1 antagonist	-1	-26	2	-2	1	3	2	0
RXFP1 antagonist	4	-4	4	0	-13	-21	8	-12
D2 agonist	-0.3	1.4	0.1	0.8	-1.0	-1.5	1.8	1.4
TRHR enhancer	5	60*	2	-4	-9	-8	1	6

17) CC(=O)Nc1ccc2nc(-c3ccccn3)[nH]c2c1
18) CN(CC(=O)Nc1ccccc1Br)C(=O)CNC(=O)Cc1cccc2ccccc12
19) COc1ccc(C2C(C#N)=C(N)Oc3cc(O)ccc32)cc1C (stereo not drawn)
20) Cc1cc(C)cc(NC(=O)CCNS(=O)(=O)c2cc(Br)cnc2N)c1
21) COc1cc(C(CC(=O)Nc2ccc(C)cn2)N2Cc3ccccc3C2=O)cc(OC)c1OC (stereo not drawn)
22) Cc1cc(C(=O)N2CCN(c3ccc([N+](=O)[O-])cc3)CC2)c(C)o1
23) Cc1cc(C(F)(F)F)nn1CC(=O)NCC1CCCO1 (stereo not drawn)
24) COc1ccc(N2CCN(C3CCCN(Cc4ccccc4OCCO)C3)CC2)cc1 (stereo not drawn)
entry no.	17	18	19	20	21	22	23	24
D1 agonist	4	1	17	2	3	4	2	-1
D2 antag	-2	-14	-10	-19	11	2	-7	3
D2 potentiator	-12	-10	3	-12	-8	9	15	-4
RXFP1 agonist	-1.4%	-0.6%	0.8%	1.7%	-0.5%	0.7%	-0.3%	-1.6%
D1 potentiator	2	2	-3	4	8	0	-2	0
D1 antagonist	11	-18	50	13	7	7	8	26
RXFP1 antagonist	-3	2	3	17	0	-3	1	-7
D2 agonist	-1.7	0.1	1.0	-0.4	0.5	-1.2	-0.8	-1.9
TRHR enhancer	-10	0	-1	3	-2	0	3	3

Laid out differently: nine of the compounds above.
Results follow in this order: D1 agonist, D2 antag, D2 potentiator, RXFP1 agonist, D1 potentiator, D1 antagonist, RXFP1 antagonist, D2 agonist, TRHR enhancer
13	COc1cccc(CN2CCN(Cc3[nH]c4ccccc4c3C)CC2CCO)c1 (stereo not drawn)
    20, 12, -11, -0.1%, -1, 1, -13, -1.0, -9
14	Cc1ccc(C)c(S(=O)(=O)Nc2ccc3oc(C)c(C(=O)O)c3c2)c1
    1, -26, 12, -5.1%, -3, 3, -21, -1.5, -8
15	Cc1nn(Cc2ccccc2)c(C)c1/C=N/NC(=O)CNc1cccc(C(F)(F)F)c1
    6, 8, 2, 0.0%, 0, 2, 8, 1.8, 1
16	COc1ccc2[nH]cc(C(=O)NCCc3ccccc3)c(=O)c2c1
    -4, -10, 14, -3.5%, -4, 0, -12, 1.4, 6
17	CC(=O)Nc1ccc2nc(-c3ccccn3)[nH]c2c1
    4, -2, -12, -1.4%, 2, 11, -3, -1.7, -10
18	CN(CC(=O)Nc1ccccc1Br)C(=O)CNC(=O)Cc1cccc2ccccc12
    1, -14, -10, -0.6%, 2, -18, 2, 0.1, 0
19	COc1ccc(C2C(C#N)=C(N)Oc3cc(O)ccc32)cc1C (stereo not drawn)
    17, -10, 3, 0.8%, -3, 50, 3, 1.0, -1
20	Cc1cc(C)cc(NC(=O)CCNS(=O)(=O)c2cc(Br)cnc2N)c1
    2, -19, -12, 1.7%, 4, 13, 17, -0.4, 3
21	COc1cc(C(CC(=O)Nc2ccc(C)cn2)N2Cc3ccccc3C2=O)cc(OC)c1OC (stereo not drawn)
    3, 11, -8, -0.5%, 8, 7, 0, 0.5, -2

Next section:
25) O=C(COc1ccccc1F)N1N=C(c2cccs2)CC1c1ccco1 (stereo not drawn)
26) Cc1cccc(N2CCN(C(=O)C3CCC(=O)N(Cc4ccccc4F)C3)CC2)c1C (stereo not drawn)
27) Oc1cccc(CCC2CCCCN2Cc2cn[nH]c2-c2ccc3c(c2)OCO3)c1 (stereo not drawn)
28) COc1ccccc1NC(=S)NNC(=O)c1nn(C)cc1Cl
29) O=C(COC(=O)C1CCN(c2ccc(C(F)(F)F)cn2)CC1)Nc1ccc(Cl)cn1
30) CCOC(=O)C1CCN(C(=O)c2ccc(S(=O)(=O)Nc3ccccc3Cl)cc2)CC1
31) COc1ccc(NCc2ccccc2-c2nnc(-c3ccccc3)o2)cc1Cl
32) Cc1ccc(C)n1-c1c(C(=O)NCCC(C)C)sc2ncccc12
entry no.	25	26	27	28	29	30	31	32
D1 agonist	8	9	1	1	9	11	1	0
D2 antag	·	-7	9	-10	10	18	·	·
D2 potentiator	·	-6	-4	5	2	-2	1	2
RXFP1 agonist	-0.4%	1.1%	0.9%	0.2%	9.5%	-1.4%	-0.8%	-0.4%
D1 potentiator	6	0	-5	-4	-18	-8	-2	-3
D1 antagonist	3	-11	-9	-6	-59*	-20	9	-9
RXFP1 antagonist	-27	-17	-4	8	-18	-14	0	-24
D2 agonist	·	1.5	0.8	-0.9	1.0	-0.1	-0.1	-1.9
TRHR enhancer	-6	5	-6	-2	9	12	3	-3

33) O=C(NNc1ccc(Cl)cc1)c1c(F)cccc1Cl
34) COc1ccc(OCc2nnc(SCC(=O)O)n2N)cc1
35) CN(Cc1c(C(=O)N/N=C/c2cccc(F)c2)nnn1-c1nonc1N)C1CCCCC1
36) Cc1cc(NC(=O)c2cc3cccc([N+](=O)[O-])c3[nH]2)ccc1F
37) O=C(c1ccccc1)C1CCN(C(=O)Nc2ccccc2)CC1
38) O=C(Nc1cc([N+](=O)[O-])ccc1Cl)c1ccc2c(c1)OCO2
39) O=C1ON=C(c2ccccc2)/C1=C/c1ccc(O)cc1
40) CNCC(O)COc1ccccc1 (stereo not drawn)
entry no.	33	34	35	36	37	38	39	40
D1 agonist	2	0	4	6	4	1	4	2
D2 antag	7	-6	-5	-10	-9	-6	8	4
D2 potentiator	5	12	-2	-25	3	8	21	22
RXFP1 agonist	0.0%	-0.8%	2.0%	0.0%	4.5%	-1.8%	0.7%	1.2%
D1 potentiator	0	2	-3	-3	-3	-5	5	0
D1 antagonist	1	1	-13	-9	-24	-8	1	5
RXFP1 antagonist	-8	-6	1	3	-9	-7	-12	15
D2 agonist	-0.8	0.3	0.0	-1.1	0.6	-0.3	-0.1	0.3
TRHR enhancer	2	-1	-2	7	8	1	6	3

2 compounds from above, reduced to D1 agonist and RXFP1 antagonist.
item | structure | D1 agonist | RXFP1 antagonist
37 | O=C(c1ccccc1)C1CCN(C(=O)Nc2ccccc2)CC1 | 4 | -9
38 | O=C(Nc1cc([N+](=O)[O-])ccc1Cl)c1ccc2c(c1)OCO2 | 1 | -7

Carrying on:
41) O=C(O)/C=C/C(=O)N1N=C(c2ccco2)CC1c1ccco1 (stereo not drawn)
42) COc1ccc(CNC(=O)CN(CC2CCCO2)C(=O)CNS(=O)(=O)c2ccc(C)cc2)cc1 (stereo not drawn)
43) Cc1noc(C)c1CSc1nnc2sc3ccccc3n12
44) CCc1ccc(CN2CCN(c3ncccn3)CC2)cc1
45) CC(=O)C1C(c2ccc(F)cc2)c2c(noc2C)CC1(C)O (stereo not drawn)
46) CN(C)/C=C(\C(=O)c1ccccc1)c1nnnn1-c1ccccc1
47) Cc1ccc(NC(=S)N(CCCN2CCCC2)Cc2cccn2Cc2ccc(Cl)cc2)cc1Cl
48) CCOc1ccc(OCC(=O)N2CCC3(CC2)CC(=O)c2ccccc2O3)cc1
49) Cc1ccc(-n2nc3cc(C)c(NC(=O)c4ccc(-c5ccccc5)o4)cc3n2)cc1
50) CCN1C(=O)N(S(=O)(=O)c2ccc(C)cc2)[C@@H](c2ccccc2)C(C(=O)OC)=C1C
entry no.	41	42	43	44	45	46	47	48	49	50
D1 agonist	2	1	3	1	1	2	2	0	5	13
D2 antag	-3	·	-10	95*	21	-6	11	-7	·	8
D2 potentiator	-16	13	5	-19	-4	-4	3	-2	-11	-11
RXFP1 agonist	-2.0%	-0.3%	3.7%	-0.3%	-9.1%	0.4%	4.3%	1.5%	4.4%	-0.4%
D1 potentiator	3	1	13	-12	-1	-11	-8	-9	-3	0
D1 antagonist	-16	4	23	-24	-16	2	0	-9	7	16
RXFP1 antagonist	-4	-3	-7	2	5	3	?	-22	-7	·
D2 agonist	-1.3	·	0.3	77*	0.2	0.7	0.4	0.8	·	0.7
TRHR enhancer	6	-4	43*	-8	-3	-4	-2	-6	-5	-4
